PGK inhibitor: blocks T. brucei phosphoglycerate kinase; P07378; PGK/GAPDH coupled, Kinase-Glo luminescence, 60 min; Potency, µM (series often up to 57.5 µM), inactives show at the top dose activity change, negative = inhibition, hits mostly inhibitors; actives 0.043% (n = 380,000); AID 602233; note: % is set by controls: 0 for no effect and ±100 for the full control effect; nearly all actives have a fitted effect of over 60% in size
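Recombinant glycosomal PGK reaction used 1,3-bisphosphoglycerate generated in-well by GAPDH (100nM final) in 100mM TEA pH 7.6, 5mM MgCl2, 0.01% Tween-20. After 60 minutes at room temperature, ATP was read by Kinase-Glo Plus luminescence end-point.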
BLM inh: Bloom syndrome helicase (human) inhibition. P54132. recombinant BLM DNA unwinding, fluorescence dequenching. Potency, µM (series often up to 56.1 µM), inactives show top-dose activity change, negative = inhibition, hits mostly inhibitors. actives 0.2% (n = 350,000). AID 2528;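 note: plate controls were vehicle for no effect and no enzyme for full effect; nearly all actives have a fitted effect of over 35% in size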
G9a inh: blocks human histone lysine methyltransferase G9a; Q96KQ7; G9a H3K9 monomethylation, AlphaScreen, 2 h; Potency, µM (series often up to 102 µM), for the others: at the top dose activity, negative = inhibition, actives largely listed as inhibitors; actives 8.8% (n = 350,000); AID 504332; note: % is set by controls: 0 for no effect and ±100 for the full control effect; nearly all actives have a fitted effect of over 75% in size
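Chemiluminescent proximity detection of H3K9 monomethylation, read after 10 min bead incubation in the dark. Reaction: 20 nM G9a, 500 nM biotin-H3K9 peptide, 20 uM SAM cofactor, 2 h, room temperature, following 15 min enzyme-compound preincubation.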
Pol iota inh: inhibitors of human DNA polymerase iota; AID 588590; actives 1% (n = 390,000); Pol iota fluorescent replication assay, 10 min; Potency, µM (titrated, usually from 115 µM), inactives show at the highest dose activity, negative = inhibition, actives largely listed as inhibitors
Target sequence (Q9UNA4 whole entry, looked up): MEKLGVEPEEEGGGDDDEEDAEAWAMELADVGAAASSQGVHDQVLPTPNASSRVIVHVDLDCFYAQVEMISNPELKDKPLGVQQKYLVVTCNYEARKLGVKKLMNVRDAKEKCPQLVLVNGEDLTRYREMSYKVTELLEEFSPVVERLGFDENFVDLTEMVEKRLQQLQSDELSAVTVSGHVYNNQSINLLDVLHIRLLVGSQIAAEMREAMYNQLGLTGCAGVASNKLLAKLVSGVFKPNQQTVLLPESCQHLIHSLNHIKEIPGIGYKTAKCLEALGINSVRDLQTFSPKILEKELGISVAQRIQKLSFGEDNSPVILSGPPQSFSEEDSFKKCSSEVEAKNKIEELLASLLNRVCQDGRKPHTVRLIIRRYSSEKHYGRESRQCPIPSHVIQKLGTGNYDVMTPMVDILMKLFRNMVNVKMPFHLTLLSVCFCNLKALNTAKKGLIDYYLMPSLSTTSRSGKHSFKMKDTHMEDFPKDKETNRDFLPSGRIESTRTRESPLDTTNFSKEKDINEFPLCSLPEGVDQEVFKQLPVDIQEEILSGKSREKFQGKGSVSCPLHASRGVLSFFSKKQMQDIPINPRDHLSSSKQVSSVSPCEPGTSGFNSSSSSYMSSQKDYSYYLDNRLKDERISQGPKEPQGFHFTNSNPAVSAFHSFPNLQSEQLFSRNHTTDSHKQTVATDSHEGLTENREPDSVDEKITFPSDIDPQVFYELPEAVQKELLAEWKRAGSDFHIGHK
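Pol iota at 10 nM preincubated 15 min with compounds at room temperature; reaction started with fluorescent substrate, 50 nM final. Fluorescence read kinetically at 0 and 10 min; buffer-only wells as negative control.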
HP1b binding inh: inhibitors of HP1-beta chromodomain binding to methylated histone tails; P83916; AlphaScreen HP1-beta / biotin-H3K9me3 peptide binding; Potency, µM (highest dose often 114 µM), without a hit: at the top dose activity change, negative = inhibition, most hits filed as inhibitors; actives 0.56% (n = 390,000); AID 540317; note: nearly all actives have a fitted effect of over 70% in size; inactives centre near 23
Target sequence (P83916 whole entry, looked up): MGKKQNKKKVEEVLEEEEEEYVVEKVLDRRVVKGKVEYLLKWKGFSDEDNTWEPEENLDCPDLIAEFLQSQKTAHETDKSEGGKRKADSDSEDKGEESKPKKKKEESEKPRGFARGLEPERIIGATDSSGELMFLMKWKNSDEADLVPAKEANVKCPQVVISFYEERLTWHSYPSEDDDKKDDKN
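Compound inhibition of the preformed complex between 50 nM HP1-beta and 50 nM biotinylated H3K9me3 peptide was read by AlphaScreen. Buffer was PBS pH 7.4 with 0.01% Tween-20. Incubations ran 30 min at room temperature, with 10 ug/mL donor/acceptor beads.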
BAZ2B inh: blocks human BAZ2B | Q9UIF8 | AlphaScreen BAZ2B-H3K14Ac peptide displacement | Potency, µM (titrated, usually from 114 µM), for inactives: top-dose activity change, negative = inhibition, most hits filed as inhibitors | actives 4.4% (n = 360,000); note: % is set by controls: 0 for no effect and ±100 for the full control effect; nearly all actives have a fitted effect of over 60% in size
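Inhibition is scored as reduced AlphaScreen emission. The BAZ2B/b-H3(5-23)K14Ac complex (50 nM each) in PBS pH 7.4, 0.01% Tween-20 meets compound (up to 110 uM) for 30 min at RT before bead addition.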
Pin1 inhibitor: inhibitors of human Pin1. Pin1 FP peptide displacement, HiFluor488, 10 min. Potency, µM (doses to about 115 µM), inactives show top-dose activity, negative = inhibition, usual class: inhibitors. actives 0.009% (n = 390,000); active = well fitted inhibition curve with a large enough effect in the polarisation, with a control signal flat, not every such curve was filed as active; inconclusive = small, poorly fitted or top-dose-only effect, or effect the other way, or a change in a side signal; inactive = no such curve, though single readings can be large or run the other way; the % refers to the polarisation; note: % is set by controls: 0 for no effect and ±100 for the full control effect
Target sequence (Q13526 whole entry, looked up): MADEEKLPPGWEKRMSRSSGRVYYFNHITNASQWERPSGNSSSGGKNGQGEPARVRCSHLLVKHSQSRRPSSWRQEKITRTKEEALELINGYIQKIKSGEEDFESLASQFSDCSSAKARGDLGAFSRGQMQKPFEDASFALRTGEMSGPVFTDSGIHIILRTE
GLS inh: glutaminase GLS (human) inhibition; O94925; Potency, µM (titrated, usually from 45.5 µM), without a hit: at the highest dose activity change, negative = inhibition, actives largely listed as inhibitors; GLS enzymatic activity, qHTS titration; actives 0.21% (n = 410,000); note: % is set by controls: 0 for no effect and ±100 for the full control effect
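Coupled fluorescence readout: glutamate oxidase/HRP/Amplex Red detect glutamate formed by hKGA from L-glutamine (1 mM solution added). Buffer 45 mM KH2PO4 pH 8.2, 0.02% Tween-20; reads at t0 and 30 min RT.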
JMJD2A Tudor: JMJD2A Tudor domain (human) inhibition | AlphaScreen JMJD2A-Tudor / H3K4me3 peptide binding | Potency, µM (series often up to 114 µM), without a hit: at the top dose activity change, negative = inhibition, actives largely listed as inhibitors | actives 4.4% (n = 390,000) | AID 504339; note: % is set by controls: 0 for no effect and ±100 for the full control effect; nearly all actives have a fitted effect of over 50% in size
An asterisk follows results filed as active; i = inactive; ? = inconclusive; · = no result given; [ ] = another dose, or the depositor's remark. Unless noted, calls come from the whole dose curve; as a rule, active = well fitted curve in the direction sought with a large enough effect; inconclusive = small, poorly fitted or top-dose-only effect, or another doubt; inactive = no such curve, though single readings can be large; an effect the other way counts as inactive or inconclusive. Potency is the fitted concentration of half-maximal effect.

SMILES	PGK inhibitor	BLM inh	G9a inh	Pol iota inh	HP1b binding inh	BAZ2B inh	Pin1 inhibitor	GLS inh	JMJD2A Tudor
CCOc1ccc(-c2cc(C(=O)NCCCN3CCCC3)c3ccccc3n2)cc1	-2%	30%	?	36%[activator]	36%	-22%	11%	-1%	-18%
C[C@]12C(=O)N(c3cccc(F)c3)C(=O)N1[C@@H]1c3ccccc3OC[C@@H]1[C@H]2c1ccccc1	i	-11%	2%	10%	29%	-8%	8%	-3%	-13%
FC(F)Sc1ccc(-n2c(-c3ccc(Cl)cc3)c[n+]3c2CCC3)cc1	-2%	0%	?	-5%	18%	-27%	4%	-1%	-15%
CCc1cccc2c(C(=O)COC(=O)c3nccnc3N)c[nH]c12	i	·	?	32%[activator]	18%	-2%	39%[activator]	-2%	-23%
CC(=O)NCc1nc2ccccc2n1Cc1ccccc1C	-2%	-1%	-3%	32%[activator]	74%[activator]	7%	-13%	-9%	-3%
CC(C)COC(=O)NC1c2ccccc2Oc2ccccc21	-1%	-5%	·	16%	11%	1%	2%	-13%	-4%
O=C(O)C(Cc1ccc(F)cc1)c1ccccc1 (stereo unspecified)	-2%	-5%	32%[59 µM]	20%	54%[activator]	-26%	4%	-6%	-1%
Cn1c(NCCc2ccccc2)cc(=O)n(C)c1=O	0%	0%	?	19%	30%	15%	-3%	2%	5%
CC(C)(CO)C(O)C(=O)NCCC#N (stereo unspecified)	7%	-6%	15%[59 µM]	24%	50%[activator]	-2%	0%	3%	-12%
COc1ccc2cc(/C=C/C(=O)N3CCN(CC(=O)N4CCCCCC4)CC3)ccc2c1	6%	-12%	71µM*	147%[activator]	42%[activator]	-17%	-7%	3%	-22%
O=C(OCCc1ccccc1)c1cc(O)c(O)c(O)c1	-13%	·	16%[2.33 µM]	?	-21%	?	-2%	7%	?
Cc1cccc(N2C(=O)CCSC23C(=O)N(Cc2ccc(F)cc2)c2ccccc23)c1 (stereo unspecified)	4%	-7%	-42%[59 µM]	?	0%	-10%[57.1 µM]	?	-7%	-34%
Cc1ccc(N(C(=O)C(F)(F)F)C(C(=O)NC2CCCCC2)c2cccs2)cc1C (stereo unspecified)	-6%	-1%	16%	76%[activator]	20%	-17%	3%	7%	-18%
C=CCNC(=O)Nc1ccc2oc(C)nc2c1	-5%	-3%	10%[2.33 µM]	-14%	3%	-5%	-1%	41%[activator]	-7%
CC(=O)NC(Cc1ccccc1)Cc1ccccc1	4%	-2%	1%	143%[activator]	5%	2%	4%	4%	-5%
CCCCCNC(=O)C(=O)C1C(=O)Nc2ccccc21 (stereo unspecified)	9%	1%	·	-6%	51%[activator]	79µM*	2%	4%	?
Cc1ccc(C2NC(=O)c3sc(=S)n(-c4ccccc4)c3N2)cc1 (stereo unspecified)	-11%	-2%	?	-28%	34%	-12%	2%	-3%	-11%
O=C(NC1(C(F)(F)F)NC(=O)N(Cc2ccccc2)C1=O)c1cccs1 (stereo unspecified)	6%	·	·	8%	14%	·	-7%	15%	-22%
Cc1c(Br)c([N+](=O)[O-])nn1CC(=O)N1CCN(C23CC4CC(CC(C4)C2)C3)CC1	3%	0%	-12%	-11%	25%	-29%	?	18%	-18%
COC(=O)c1cccc(NC(=O)N(C)CCc2c(C)nn(C)c2C)c1	-4%	-1%	-10%[59 µM]	37%[activator]	-2%	-1%	-4%	-8%	-13%
Cc1cccc(-c2ccc3c(c2)C2CC3CCN2C(=O)OCc2ccccc2)c1 (stereo unspecified)	-1%	·	·	17%	101%[activator]	·	5%	-4%	44%[activator]
N#C/C(=C(/O)CCl)c1nnc2n1CCCCC2	-4%	2%	-40%	134%[activator]	0%	79µM*	-14%	8%	20µM*
Cc1ccc(NC(=O)/C(=C\c2cccnc2)NC(=O)c2ccccc2)cc1	-4%	-2%	22%	36%[activator]	5%	2%	7%	7%	-21%
CC(=O)N1CCN(c2ccc(NC(=O)c3cccc(Cl)c3Cl)cc2)CC1	-3%	-2%	16%[59 µM]	-26%	14%	3%	8%	24%	-2%
O=[N+]([O-])c1ccc(/C=C/c2ccc3cccc([N+](=O)[O-])c3n2)cc1	i	-1%	?	-8%	-6%	?	19%	-10%	-19%

For reference, part of the list above.
SMILES	PGK inhibitor	BLM inh	G9a inh	Pol iota inh	HP1b binding inh	BAZ2B inh	Pin1 inhibitor	GLS inh	JMJD2A Tudor
CCCCCNC(=O)C(=O)C1C(=O)Nc2ccccc21 (stereo unspecified)	9%	1%	·	-6%	51%[activator]	79µM*	2%	4%	?
Cc1ccc(C2NC(=O)c3sc(=S)n(-c4ccccc4)c3N2)cc1 (stereo unspecified)	-11%	-2%	?	-28%	34%	-12%	2%	-3%	-11%
O=C(NC1(C(F)(F)F)NC(=O)N(Cc2ccccc2)C1=O)c1cccs1 (stereo unspecified)	6%	·	·	8%	14%	·	-7%	15%	-22%
Cc1c(Br)c([N+](=O)[O-])nn1CC(=O)N1CCN(C23CC4CC(CC(C4)C2)C3)CC1	3%	0%	-12%	-11%	25%	-29%	?	18%	-18%
COC(=O)c1cccc(NC(=O)N(C)CCc2c(C)nn(C)c2C)c1	-4%	-1%	-10%[59 µM]	37%[activator]	-2%	-1%	-4%	-8%	-13%
Cc1cccc(-c2ccc3c(c2)C2CC3CCN2C(=O)OCc2ccccc2)c1 (stereo unspecified)	-1%	·	·	17%	101%[activator]	·	5%	-4%	44%[activator]
N#C/C(=C(/O)CCl)c1nnc2n1CCCCC2	-4%	2%	-40%	134%[activator]	0%	79µM*	-14%	8%	20µM*
Cc1ccc(NC(=O)/C(=C\c2cccnc2)NC(=O)c2ccccc2)cc1	-4%	-2%	22%	36%[activator]	5%	2%	7%	7%	-21%
CC(=O)N1CCN(c2ccc(NC(=O)c3cccc(Cl)c3Cl)cc2)CC1	-3%	-2%	16%[59 µM]	-26%	14%	3%	8%	24%	-2%

Compound profiles (already shown). Order of screens: PGK inhibitor | BLM inh | G9a inh | Pol iota inh | HP1b binding inh | BAZ2B inh | Pin1 inhibitor | GLS inh | JMJD2A Tudor
CC(=O)NC(Cc1ccccc1)Cc1ccccc1 is entered as 4% | -2% | 1% | 143%[activator] | 5% | 2% | 4% | 4% | -5%
C[C@]12C(=O)N(c3cccc(F)c3)C(=O)N1[C@@H]1c3ccccc3OC[C@@H]1[C@H]2c1ccccc1 is entered as i | -11% | 2% | 10% | 29% | -8% | 8% | -3% | -13%

(further entries)
SMILES	PGK inhibitor	BLM inh	G9a inh	Pol iota inh	HP1b binding inh	BAZ2B inh	Pin1 inhibitor	GLS inh	JMJD2A Tudor
COc1cc2c(C(=O)NCCCOC(C)C)cn(CC(C)C)c(=O)c2cc1OC	0%	-2%	5%[2.33 µM]	14%	26%	2%	-12%	-3%	4%
CCOC(=O)c1c(C)oc2ncnc(Nc3ccc(F)cc3Cl)c12	2%	0%	-25%[59 µM]	25%	32%	14%[57.1 µM]	0%	0%	-17%
Cc1cc(NC(c2nnc(-c3ccccc3)o2)c2ccccc2F)ccc1Br (stereo unspecified)	i	-8%	18%[59 µM]	-21%	85%[activator]	28%	?	13%	-7%
COc1ccc(-c2cccc(C(=O)Nc3ccc(OC)c(OC)c3)c2)cc1	-4%	-3%	·	9%	8%	-1%	?	5%	-8%
O=c1c2ccccc2nc(/C=C/c2ccc([N+](=O)[O-])o2)n1CCCO	-3%	-9%	?	-28%	18%	-12%	?	-2%	-23%
O=C(COC(=O)CNC(=O)c1ccccc1F)NC1CC1	1%	·	·	18%	17%[57 µM]	·	3%	-7%	-11%
CCOC(=O)C1=CNS(=O)(=O)NC1c1ccc(Br)cc1F (stereo unspecified)	-3%	·	·	-15%	15%	·	-6%	12%	-19%
Cc1nc(SCC(=O)NCCc2ccccc2)nc(C)c1C	-9%	-2%	-2%[59 µM]	4%	14%	12%	2%	3%	-1%
O=C(NNC(=O)c1cc2cc3ccccc3nc2s1)c1ccc(F)cc1	?	-24%	·	?	-6%	9%	27%	-16%	-1%[11.4 µM]
Cc1cc(C)c2nc(SCC(=O)Nc3cc(C)on3)c(C)cc2c1	-3%	2%	38%[activator]	-11%	-12%	23%	-3%	-2%	-16%
Cc1ccc(S(=O)(=O)NCCC(=O)OCC(=O)NCCc2ccccc2)cc1C	-6%	·	-10%	18%	6%	14%	-8%	0%	-19%
CCN(CC(=O)NC1CCCC1)S(=O)(=O)c1ccc(F)cc1	-7%	-1%	60%[activator]	-3%	61%[activator]	-3%	0%	-10%	4%
CCOc1ccc(CC(=O)N/N=C(\C)c2cccnc2)cc1	-11%	-2%	-1%	8%	13%	-27%	-9%	5%	-10%
Fc1ccc(-c2c[nH]c(=S)n2Cc2ccccc2)cc1	i	-1%	1.1µM*	-4%	20%	-38%	1%	?	?
Cc1ccc2nc(Cl)c(C3CC(c4cccs4)=NN3C(=O)CCCC(=O)O)cc2c1 (stereo unspecified)	i	?	1%[59 µM]	?	41%[activator]	4%	-1%	-3%	?
CC(C)c1ccc(C2=NN(c3ccccc3)C(=O)CC2)cc1	-10%	-6%	10%[59 µM]	0%	82%[activator]	8%	?	10%	32%
CN(C)c1ccc(N=Nc2ccccc2C(=O)OCC(=O)N2CCCC2)cc1	0%	-5%	25µM*	0%	?	40µM*	28%	37%[activator]	56µM*
CCCOc1ccc(CN(C(=O)c2cccc(OC)c2)C2CCS(=O)(=O)C2)cc1 (stereo unspecified)	-2%	-3%	11%	33%[activator]	32%	-23%	17%	-14%	-3%
Cc1ccc(OCC(=O)NNC(=O)c2ccc3c(=O)n4c(nc3c2)CCC4)cc1	-5%	·	6%	2%	10%	-6%	7%	19%	-18%
CC(C)CN1CN(Cc2ccccc2)CNC1=S	4%	2%	6%[59 µM]	131%[activator]	9%	4%	-1%	1%	-12%
CC1CCCCN1CC(=O)Nc1ccc2c(c1)OC(F)(F)O2 (stereo unspecified)	2%	-2%	-1%	13%	27%	-2%	-2%	2%	1%

Screening results as filed in PubChem BioAssay.

This is a subset. The share of hits here may be higher or lower than overall.
